# High-throughput results (PubChem BioAssay)
# Nrf2 inh = Nrf2 pathway inhibition. Potency, µM (highest dose often 46 µM), inactives show at the top dose activity change, negative = inhibition, hits mostly inhibitors. 2.1% of 360,000 active. AID 504444. A549 ARE-Fluc reporter, luciferase luminescence, 18-24 h; also: % is scaled to controls: 0 for no effect and ±100 for the full control effect; nearly all actives have a fitted effect of over 60% in size
#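 Concentration-response testing used A549 ARE_Fluc cells at 5000 cells/well. Following an 18-24 h compound incubation, viability was read by fluorescence (Ex 405/Em 525) and luciferase output by luminescence.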
# Nrf2 activator = activates Nrf2 signaling | 0.31% of 410,000 active | AID 624171 | Potency, µM (top dose mostly 46.1 µM), inactives show at the top dose activation, usual class: activators | AREc32 ARE-luciferase reporter (MCF7-derived line), luminescence, 24 h; also: % of control where 0% means no effect; nearly all actives have a fitted effect of over 65% in size
#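 Nrf2 activation is followed as ARE-luciferase induction in the AREc32 line after one day of compound treatment; luminescence is read with Steady-Glo.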
# ATXN viability = cell viability loss in ATXN counter-screen | S2 cells (HEK-293 line with an ATXN2-luciferase reporter) viability, CellTiter-Fluor protease fluorescence, 24 h | Potency, µM (top dose mostly 56.7 µM), most hits filed as cytotoxic | 0.49% of 400,000 active | AID 651635; also: nearly all actives have a fitted effect of over 40% in size
# EPAC2 antagonist = EPAC2 (human) antagonism. Q8WZA2. EPAC2 GEF exchange of Rap1B-BODIPY-GDP, fluorescence. Potency, µM (highest dose often 114 µM), inactives show at the highest dose activity, negative = inhibition, usual class: inhibitors. 0.18% of 360,000 active. AID 720708; also: % is scaled to controls: 0 for no effect and ±100 for the full control effect; nearly all actives have a fitted effect of over 45% in size; many of its hits are not listed in these tables
# Target sequence (Q8WZA2 whole entry, looked up): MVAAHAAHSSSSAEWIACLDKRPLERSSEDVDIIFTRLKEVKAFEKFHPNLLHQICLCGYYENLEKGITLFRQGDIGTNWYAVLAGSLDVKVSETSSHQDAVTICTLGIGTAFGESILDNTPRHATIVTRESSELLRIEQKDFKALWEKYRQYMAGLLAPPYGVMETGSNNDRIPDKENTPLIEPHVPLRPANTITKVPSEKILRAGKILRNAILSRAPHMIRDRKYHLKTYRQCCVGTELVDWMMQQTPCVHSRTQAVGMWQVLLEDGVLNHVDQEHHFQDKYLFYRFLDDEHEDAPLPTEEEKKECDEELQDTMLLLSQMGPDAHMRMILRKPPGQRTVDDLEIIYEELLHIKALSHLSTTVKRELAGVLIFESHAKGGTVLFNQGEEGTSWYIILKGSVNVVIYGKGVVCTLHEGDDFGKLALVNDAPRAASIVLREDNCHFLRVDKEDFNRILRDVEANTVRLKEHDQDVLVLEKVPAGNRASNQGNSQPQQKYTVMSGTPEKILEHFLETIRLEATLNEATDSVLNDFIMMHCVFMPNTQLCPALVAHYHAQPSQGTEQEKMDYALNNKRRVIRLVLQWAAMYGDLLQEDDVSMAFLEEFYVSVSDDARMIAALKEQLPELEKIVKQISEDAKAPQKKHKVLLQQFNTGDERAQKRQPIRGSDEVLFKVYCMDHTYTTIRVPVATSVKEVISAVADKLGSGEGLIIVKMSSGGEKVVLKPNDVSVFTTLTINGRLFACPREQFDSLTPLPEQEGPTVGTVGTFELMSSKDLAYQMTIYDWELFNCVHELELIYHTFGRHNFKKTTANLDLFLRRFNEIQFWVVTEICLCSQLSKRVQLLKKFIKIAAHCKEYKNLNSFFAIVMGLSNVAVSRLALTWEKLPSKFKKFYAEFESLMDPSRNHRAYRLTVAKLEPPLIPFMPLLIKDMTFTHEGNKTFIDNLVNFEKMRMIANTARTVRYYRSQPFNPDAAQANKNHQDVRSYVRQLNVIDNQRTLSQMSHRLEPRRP
# MCF10A rerep = inducers of DNA re-replication in MCF 10A breast cells. Potency, µM (doses to about 46.1 µM), for the others: at the top dose activity, positive = re-replication, usual class: activators. 2.9% of 350,000 active. AID 624296. MCF 10A DNA re-replication, Hoechst nuclear intensity, 48 h; also: % of control where 0% means no effect; nearly all actives have a fitted effect of over 50% in size
# ATXN2 expr inh = ATXN2 expression inhibition; Potency, µM (titrated, usually from 57 µM), without a hit: top-dose activity change, negative = inhibition, usual class: inhibitors; 0.72% of 360,000 active; HEK-293 ATXN2-luciferase reporter, luminescence, 24 h; also: % is scaled to controls: 0 for no effect and ±100 for the full control effect; nearly all actives have a fitted effect of over 55% in size
#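 ATXN2-luciferase reporter cells (luciferase flanked by upstream and downstream ATXN2 gene portions) were treated 24 h at 37 °C with compounds at up to 57 uM. SteadyGlo luminescence gave expression; GF-AFC fluorescence gave viability.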
# HepG2 viability = HepG2 cytotoxicity, counter-screen for TGF-b inhibitors; HepG2 CAGA-GFP viability, ATP luminescence, 18 h; Potency, µM (series often up to 46.1 µM), without a hit: top-dose activity change, negative = cytotoxicity, actives largely listed as cytotoxic; 0.76% of 410,000 active; AID 588856; also: some results filed as inactive show a strong effect at the top dose
#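 HepG2 CAGA-GFP cells (1000/well, DMEM with 1% FBS) received compound, then TGF-beta at 500 pg/mL final, and were incubated 18 hours at 37 degrees C. Viability was read by CellTiter-Glo luminescence. Media-only wells were set as complete cell-killing and DMSO as no toxicity.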
# A549 tox = counter-screen for Nrf2 inhibitors: cytotoxicity in A549 cells; A549 ARE-Fluc cells, CellTiter-Fluor viability, 18-24 h; Potency, µM (series often up to 46 µM), for the others: top-dose activity change, negative = cytotoxicity, hits mostly inhibitors; 0.16% of 390,000 active; also: % is scaled to controls: 0 for no effect and ±100 for the full control effect
#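 A549 ARE-Fluc cells in 5% FBS OPTI-MEM, 5000 cells/well, rested 2 h then exposed to compounds in concentration-response for 18-24 h at 37 °C. Viability by CellTiter-Fluor fluorescence (Ex 405/Em 525) after 30 min; luciferase luminescence (BugLite, 15 min, RT) read afterwards.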
# TGFb inhibitor = blocks TGF-b signaling. HepG2 CAGA-GFP TGF-b/SMAD3 reporter, GFP fluorescence, 18 h; TGF-beta stimulated, 500 pg/mL final. Potency, µM (titrated, usually from 46.1 µM), for inactives: at the top dose activity, negative = inhibition, hits mostly inhibitors. 1.2% of 410,000 active. AID 588855; also: % is scaled to controls: 0 for no effect and ±100 for the full control effect; nearly all actives have a fitted effect of over 65% in size
#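 Read-out: total well GFP (ex488/em500-530) summed from mean per-cell fluorescence. Cells: HEPG2 CAGA-GFP, 1% FBS DMEM, 18 h at 37 degrees C with 500 pg/mL final TGF-beta. Unstimulated wells served as the full-inhibition control; stimulated DMSO wells = 0%.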
# Numbers without * were called inactive; i = inactive; ? = inconclusive; . = not tested or not shown; & = joins results of further samples; [ ] = another dose, or the depositor's remark. Calls follow the shape of the dose curve; as a rule, active = well fitted curve in the direction sought with a large enough effect; inconclusive = small, poorly fitted or top-dose-only effect, or another doubt; inactive = no such curve, though single readings can be large; an effect the other way counts as inactive or inconclusive. Potency is read from the fitted curve at half-maximal effect. An excerpt, so the mix of outcomes need not match the whole.
# Preview, 11 compounds:
# Second line of a record – Nrf2 inh | Nrf2 activator | ATXN viability | EPAC2 antagonist | MCF10A rerep | ATXN2 expr inh | HepG2 viability | A549 tox | TGFb inhibitor
(1) O=C(Nc1ccon1)c1ccc(Cl)s1
    6% | 2.4% | i | 0% | 19% | 7% | -28% | -5% | -5%
(2) COCCNc1ncnc2c1[nH]c1ccccc12
    ? | 5.9% | i | -16% | 6% | -34% | -48% | 8% | 8%
(3) Nc1ccc2c(c1)-c1ccccc1S(=O)(=O)N2
    5% | -0.6% | i | 4% | 113%[0.0737 µM] | 1% | -1% | 0% | -4%
(4) COc1ccc(C(=O)Nc2cccc(-c3nnc(-c4ccco4)o3)c2)cc1
    ? | -0.8% | ? | 12% | ? | 3% | -7% | ? | ?
(5) CCC1(C)Cc2c(sc3nc(SC)[nH]c(=O)c23)CO1 (configuration not stated)
    -6% | -0.1% | i | -8% | -2% | 5% | -7% | -4% | 5%
(6) Cc1ccsc1C(=O)OCC(=O)NCCCc1ccccc1
    11% | -0.7% | i | 13% | -2% | . | 10% | 0% | -4%
(7) Cc1cccc(-n2c(SCc3cc(=O)n4ccsc4n3)nc3ccccc32)c1
    7% | 6.9% | i | -6% | 8% | -14% | -7% | -6% | -18%
(8) Cc1c(C(=O)NCC2COc3ccccc3O2)oc2ccc(S(=O)(=O)N3CCOCC3)cc12 (configuration not stated)
    18µM* | -0.7% | ? | -3% | ? | -16% | -25% | -16% | -6%
(9) CCN(CC)CCNc1ccc(CO)c2oc3cc(Cl)ccc3c(=O)c12
    . | -5.4% | ? | 20% | . | . | -43% | . | -12%
(10) COc1ccc(C(=O)Nc2ccc3c(c2)OCCO3)cc1S(=O)(=O)N1CCOCC1
    -9% | -0.8% | i | 1% | -9% | -13% | -13% | -8% | 11%
(11) O=C(Oc1cccc(C(=S)N2CCOCC2)c1)c1ccc([N+](=O)[O-])cc1
    0% | 2.6% | ? | -3% | 2% | -15% | -8% | 0% | -1%

# This part in full, from the first entry:
# Second line of a record – Nrf2 inh | Nrf2 activator | ATXN viability | EPAC2 antagonist | MCF10A rerep | ATXN2 expr inh | HepG2 viability | A549 tox | TGFb inhibitor
(1) O=C(Nc1ccon1)c1ccc(Cl)s1
    6% | 2.4% | i | 0% | 19% | 7% | -28% | -5% | -5%
(2) COCCNc1ncnc2c1[nH]c1ccccc12
    ? | 5.9% | i | -16% | 6% | -34% | -48% | 8% | 8%
(3) Nc1ccc2c(c1)-c1ccccc1S(=O)(=O)N2
    5% | -0.6% | i | 4% | 113%[0.0737 µM] | 1% | -1% | 0% | -4%
(4) COc1ccc(C(=O)Nc2cccc(-c3nnc(-c4ccco4)o3)c2)cc1
    ? | -0.8% | ? | 12% | ? | 3% | -7% | ? | ?
(5) CCC1(C)Cc2c(sc3nc(SC)[nH]c(=O)c23)CO1 (configuration not stated)
    -6% | -0.1% | i | -8% | -2% | 5% | -7% | -4% | 5%
(6) Cc1ccsc1C(=O)OCC(=O)NCCCc1ccccc1
    11% | -0.7% | i | 13% | -2% | . | 10% | 0% | -4%
(7) Cc1cccc(-n2c(SCc3cc(=O)n4ccsc4n3)nc3ccccc32)c1
    7% | 6.9% | i | -6% | 8% | -14% | -7% | -6% | -18%
(8) Cc1c(C(=O)NCC2COc3ccccc3O2)oc2ccc(S(=O)(=O)N3CCOCC3)cc12 (configuration not stated)
    18µM* | -0.7% | ? | -3% | ? | -16% | -25% | -16% | -6%
(9) CCN(CC)CCNc1ccc(CO)c2oc3cc(Cl)ccc3c(=O)c12
    . | -5.4% | ? | 20% | . | . | -43% | . | -12%
(10) COc1ccc(C(=O)Nc2ccc3c(c2)OCCO3)cc1S(=O)(=O)N1CCOCC1
    -9% | -0.8% | i | 1% | -9% | -13% | -13% | -8% | 11%
(11) O=C(Oc1cccc(C(=S)N2CCOCC2)c1)c1ccc([N+](=O)[O-])cc1
    0% | 2.6% | ? | -3% | 2% | -15% | -8% | 0% | -1%
(12) CCOc1ccc(-n2c(=O)c3sc4ccccc4c3n(Cc3cccc(C)c3)c2=O)cc1
    7% | -0.4% | i | . | . | -2% | -19% | -1% | -20%
(13) CSCCC(NC(=O)COc1ccccc1)C(=O)N(C)Cc1ccc(Cl)cc1Cl (configuration not stated)
    -4% | -0.3% | . | -11% | -1% | . | -17% | 1% | ?
(14) Cc1nnc2c(N3CCN(C(=O)c4ccco4)CC3)nc3ccccc3n12
    ? | 0.1% | i | -7% | 1% | 0% | 4% | -2% | 5%
(15) Cc1nn(C(C)C(=O)O)c(=O)c2ccccc12 (configuration not stated)
    -2% | -0.3% | i | 5% | -7% | 6% | 6% | 2% | 1%
(16) O=C(CN1CCCC1)OCCCC1CCCCC1
    9% | 2.8% | i | -7% | 3% | 4% | 5% | -6% | -16%
(17) Cc1ccc2c(c1)COc1c3ccc(C(=O)N4CCCCC4)cc3nn1-2
    ? | 1.3% | ? | 8% | 4% | 3% | -3% | -3% | ?
(18) CC(C(=O)Nc1ccc2c(c1)OCCO2)N1Cc2ccccc2C1=O (configuration not stated)
    19% | -0.5% | i | -8% | 8% | -3% | -23% | -10% | -2%
(19) COc1ccccc1CNc1ncnc2c1c(-c1ccccc1)cn2-c1ccc(Br)cc1
    . | -0.6% | . | . | . | . | -30% | 10% | -5%
(20) COc1ccc(C(=O)NCCc2nnc3ccc(SCC(=O)N4CCCC4)nn23)cc1
    4% | 0.3% | i | 8% | -1% | -3% | -4% | 0% | 2%
(21) COc1cc(NC(=O)c2noc3c2CCC3)c(OC)cc1Cl
    17% | 6.4% | i | -1% | -1% | 4% | -22% | -12%[1.84 µM] | 6%
(22) COc1ccc(F)cc1S(=O)(=O)N1CCCC(C)C1 (configuration not stated)
    -10% | 1.7% | i | -8% | 6% | 1% | -1% | -1% | 5%
(23) COc1ccc(CNC(=O)CC(C)n2nc(C)cc2C)cc1 (configuration not stated)
    4% | -0.9% | i | . | . | 3% | 2% | -17% | -3%
(24) O=C(NCCCn1ccnc1)c1ccc(NS(=O)(=O)c2cccc([N+](=O)[O-])c2)cc1
    -1% | -0.1% | i | -1% | 6% | 5% | 23% | 0% | 1%
(25) O=c1[nH]c(CSc2nnc(COc3ccccc3)n2-c2ccccc2)nc2ccccc12
    ? | 24% | i | -1% | 6% | 21% | -16% | -3% | 2%
(26) COc1ccc(S(=O)(=O)Nc2ccccc2C(=O)NCc2cccnc2)cc1OC
    -7% | 2.1% | i | -7% | 0% | 5% | -46% | 3% | -10%
(27) O=C(NCCc1c[nH]c2ccccc12)C(=O)NCC1OCCCN1S(=O)(=O)c1ccc(F)cc1 (configuration not stated)
    ? | -0.1%[9.22 µM] | i | 3% | 15% | -5% | -30% | -1% | ?
(28) Cc1ccc(NC(=O)C(=O)NCCCN2CCCC2=O)cc1
    ? | -0.4% | i | -10% | 7% | -6% | -13% | 1% | -2%
(29) NNC(=O)C1c2ccccc2Oc2ccccc21
    6% | 0.1% | i | 2% | -7% | . | 1% | 3% | -2%
(30) Cc1cc(C)nc(Nc2cc([N+](=O)[O-])ccc2C)n1
    -3% | 3.7% | i | 3% | 1% | -24% | -35% | -1% | -5%
(31) Cc1ccc(-c2nnc(Nc3ccc(Br)cc3)c3ccccc23)cc1S(=O)(=O)NCC1CCCO1 (configuration not stated)
    -23% | 5.7% | i | . | . | -10% | -14% | -4% | ?
(32) Cc1ccc(NC(=S)N2CCC(NC(=O)c3ccc(F)cc3)CC2)cc1C
    8% | 0.0% | i | 2% | 0% | 4% | 8% | 1% | ?
(33) CCC(C)(C)NC(=O)C(c1ccc(OC)cc1)N(C(=O)CCC(=O)Nc1cc(C)on1)c1ccc(OC)cc1OC (configuration not stated)
    -13% | -0.8% | i | -12% | 4% | -10% | 6% | -9% | -27%
(34) Cc1ccc(S(=O)(=O)N2CCC(C(=O)N3CCN(Cc4ccccc4)CC3)CC2)cc1
    ? | -0.8% | i | -12% | -2% | -21% | -16% | -3% | -3%
(35) CC(=O)Nc1ccc2nc(NC(=O)CS(=O)(=O)c3ccc(F)cc3)sc2c1
    . | -0.1% | i | -4% | . | . | 7% | . | 10%
(36) O=C(Cn1cnc2ccccc2c1=O)NCCC(=O)Nc1ccc(F)cc1
    -12%&-4% | -0.5%&-0.8% | i | -1% | -1% | -4%&3% | 5%&1% | 8%&0% | -3%&-15%
(37) Cc1cc(C)cc(NC2=NC3(CCCCC3)N=C(N)N2)c1
    . | -0.5% | i | 12% | 21µM* | 0% | 24% | ? | 3%
(38) NC(=O)c1cccc(NC(=O)Nc2ccc(Cl)cc2)c1
    0% | 4.6% | i | 4% | ? | 19% | -3% | -5% | -13%
(39) CC1(c2ccc(Cl)cc2Cl)NC(=O)N(CC(=O)NCCC2=CCCCC2)C1=O (configuration not stated)
    . | 3.9% | i | -5% | . | . | -14% | . | -2%
(40) CCN(CC(=O)Nc1cccc(C(C)=O)c1)S(=O)(=O)c1ccc(C)cc1
    -10% | -0.5% | i | 5% | -4% | 26%[11.3 µM] | -1% | 6% | -5%
(41) COc1ccccc1N1CCN(/N=C\C(Br)=C\c2ccccc2)CC1
    1% | ? | i | 10% | ? | 11% | -22% | -1% | -15%
(42) COc1ccc(NC(=O)CC#N)cc1OC
    7% | -0.1% | i | 5% | 5% | -7% | -10% | -3% | -7%
(43) CC1CCN(C(=S)c2cn(Cc3ccccc3F)c3ccccc23)CC1
    ? | -0.3% | i | 4% | 19% | -8% | -2% | -18% | -2%
(44) CCc1ccc(CN2CCC(CO)(CC3CCCCO3)CC2)o1 (configuration not stated)
    2% | -0.1% | i | 3% | 1% | -2% | 9% | 0% | 10%
